Screening results deposited in PubChem BioAssay by National Center for Advancing Translational Sciences (NCATS).
GLP-1R agonist: qHTS of GLP-1 Receptor Agonists | HEK293 GLP-1R CRE-luciferase, luminescence, 4-6 h; cells express a hypersensitive GLP-1R form | Potency, µM (top dose mostly 45.6 µM), for the others: at the highest dose activation, hits mostly activators | 380,000 tested, 0.007% active | Glucagon-like peptide 1 receptor (Homo sapiens), P43220; note: potency is the fitted concentration of half-maximal effect; % of control where 0% means no effect
HEK293 tox: qHTS of GLP-1 Receptor Inverse Agonists: Cytotox Screen; HEK293 cAMP-luciferase reporter cells, luminescence, 24 h; Potency, µM (doses to about 38.3 µM), for the others: top-dose activity change, negative = inhibition, actives largely listed as inhibitors; 410,000 tested, 0.13% active;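 note: loss of luciferase light is scored as toxicity; potency is the fitted concentration of half-maximal effect; % is set by controls: 0 for no effect and ±100 for the full control effect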
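Cells in DMEM/10% Nu serum/1% pen-strep, 1536-well format. Pre-incubated 12 h, dosed with 23 nL compound, incubated a further 24 h. Luciferase detection, 12 min at room temp, luminescence.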
DRD3 antagonist: qHTS of D3 Dopamine Receptor Antagonist: qHTS. AID 652054, 2013. D3R cells, DiscoveRx beta-arrestin luminescence, antagonist mode; hits give low values. 360,000 tested, 2.5% active. max response, negative = inhibition, %; in the data active = max response below about -50%; inconclusive = no clear call, values can overlap the other calls; note: % is set by controls: 0 for no effect and ±100 for the full control effect; mostly tested at two doses, the higher about 12 µM
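Cells plated overnight at 1500 cells/well, then exposed to library compounds with dopamine controls for 90 minutes at 37 degrees C. DiscoveRx reagent added for 30–60 minutes at room temperature; luminescence read, quantitative HTS format.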
WRN helicase inh: qHTS for Inhibitors of WRN Helicase; Bifunctional 3'-5' exonuclease/ATP-dependent helicase WRN (Homo sapiens), Q14191; WRN helicase unwinding, fluorescent forked duplex, kinetic; Potency, µM (series often up to 114 µM), for inactives: at the highest dose activity change, negative = inhibition, hits mostly inhibitors; 360,000 tested, 0.46% active; note: potency is the fitted concentration of half-maximal effect; % is set by controls: 0 for no effect and ±100 for the full control effect; nearly all actives have a fitted effect of over 55% in size
Target sequence (Q14191 whole entry, looked up): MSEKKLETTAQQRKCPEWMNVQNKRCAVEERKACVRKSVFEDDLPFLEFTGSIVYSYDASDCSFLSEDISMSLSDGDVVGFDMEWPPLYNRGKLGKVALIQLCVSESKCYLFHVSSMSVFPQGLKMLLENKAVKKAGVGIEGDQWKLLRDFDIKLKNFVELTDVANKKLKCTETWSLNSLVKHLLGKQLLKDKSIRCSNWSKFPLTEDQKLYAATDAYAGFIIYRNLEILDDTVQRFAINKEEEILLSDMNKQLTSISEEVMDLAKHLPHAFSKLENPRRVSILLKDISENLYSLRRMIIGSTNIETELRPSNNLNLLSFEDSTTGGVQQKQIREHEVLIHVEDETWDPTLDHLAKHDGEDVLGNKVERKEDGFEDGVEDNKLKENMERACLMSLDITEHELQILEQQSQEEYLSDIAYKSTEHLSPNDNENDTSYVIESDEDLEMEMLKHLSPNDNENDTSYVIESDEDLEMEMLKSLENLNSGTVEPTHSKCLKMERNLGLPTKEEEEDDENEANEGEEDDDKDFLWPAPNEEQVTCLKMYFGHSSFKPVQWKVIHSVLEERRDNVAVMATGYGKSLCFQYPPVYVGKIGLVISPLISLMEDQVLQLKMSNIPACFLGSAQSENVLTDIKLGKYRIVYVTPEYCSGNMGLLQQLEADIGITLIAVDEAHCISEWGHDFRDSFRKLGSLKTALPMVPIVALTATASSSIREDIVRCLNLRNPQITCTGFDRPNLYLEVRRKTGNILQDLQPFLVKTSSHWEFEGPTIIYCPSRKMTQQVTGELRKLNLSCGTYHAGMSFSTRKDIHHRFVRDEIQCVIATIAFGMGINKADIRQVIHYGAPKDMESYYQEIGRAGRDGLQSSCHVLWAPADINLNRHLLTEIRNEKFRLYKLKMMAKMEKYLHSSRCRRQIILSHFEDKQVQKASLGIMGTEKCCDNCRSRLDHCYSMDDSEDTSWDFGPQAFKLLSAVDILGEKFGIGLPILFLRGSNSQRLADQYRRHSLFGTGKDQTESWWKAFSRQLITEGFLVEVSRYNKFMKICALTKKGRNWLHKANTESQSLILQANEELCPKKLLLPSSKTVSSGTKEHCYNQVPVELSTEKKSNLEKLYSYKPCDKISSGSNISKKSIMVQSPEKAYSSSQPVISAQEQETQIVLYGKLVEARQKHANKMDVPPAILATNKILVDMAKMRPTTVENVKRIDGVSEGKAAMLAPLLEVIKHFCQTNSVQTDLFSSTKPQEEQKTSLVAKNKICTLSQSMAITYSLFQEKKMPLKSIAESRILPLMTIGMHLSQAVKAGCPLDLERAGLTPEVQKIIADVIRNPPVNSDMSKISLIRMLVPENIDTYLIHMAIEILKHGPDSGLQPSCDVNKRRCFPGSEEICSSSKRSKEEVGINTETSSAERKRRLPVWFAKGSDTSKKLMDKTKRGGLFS
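Enzyme (20 nM final) and test compound sit together 15 min at room temperature before substrate addition. Substrate is a single-forked duplex oligonucleotide (100 nM) labelled with fluorophore and quencher, with 2 mM ATP; helicase unwinding raises red fluorescence, read kinetically.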
PI5P4K alpha inh: qHTS for Inhibitors of phosphatidylinositol 5-phosphate 4-kinase (PI5P4K); Phosphatidylinositol 5-phosphate 4-kinase type-2 alpha (Homo sapiens), P48426; PI5P4Kalpha enzyme, ADP-Glo luminescence, 60 min; hits give low values; max response, %; 330,000 tested, 1.2% active; active = max response of -50% or lower; inconclusive = between -30% and -50%; inactive = -30% or higher; note: value at the top dose of about 77 µM; % is set by controls: 0 for no effect and ±100 for the full control effect
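Enzyme plus substrate dispensed, test compounds pinned in, then ATP (5 microM final) added. After 60 min at RT, ADP-Glo reagent 1 for 45 min and reagent 2 for 30 min preceded luminescence imaging.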
DRD3 agonist: qHTS of D3 Dopamine Receptor Agonist: qHTS. D3R DiscoveRx beta-arrestin cells, luminescence, 90 min. 410,000 tested, 0.58% active. D(3) dopamine receptor (Homo sapiens), P35462. max activation, %; in the data active = max activation above about 30%; note: 0% is about no effect; mostly tested at two doses, the higher about 12 µM
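Cells at 1500/well, incubated overnight, then treated with pinned compounds (dopamine as control) for 90 min at 37 degrees C. DiscoveRx reagent added for 30 - 60 minutes at room temperature; luminescence read.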
IL2 activator: qHTS of IL-2 Activators. IL-2 activation reporter assay, cell-based qHTS; stimulated with anti-CD3/CD4/CD28 beads; in transgenic mouse T cells. 360,000 tested, 0.065% active. activation, % (series mostly up to about 46 µM); in the data active = activation above about 50%; inconclusive = mostly about 30% to 49%; note: 0% is about no effect
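EGFP and DsRed fluorescence is measured by plate cytometry in unstimulated transgenic mouse T cells exposed to compound for 60 minutes, then stimulated 18 hours at 37 degrees C with anti-CD3/anti-CD4 beads plus anti-CD28.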
GLP1R inv ag: qHTS of GLP-1 Receptor Inverse Agonists (Inhibition Mode); Glucagon-like peptide 1 receptor (Homo sapiens), P43220; HEK293 GLP-1R CRE-luciferase, luminescence, 24 h; GLP-1R form is constitutively active; Potency, µM (doses to about 38.3 µM), inactives show top-dose activity change, negative = inhibition, actives largely listed as inhibitors; 410,000 tested, 1.6% active; note: potency is the fitted concentration of half-maximal effect; % is set by controls: 0 for no effect and ±100 for the full control effect; nearly all actives have a fitted effect of over 55% in size
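qHTS in 1536-well format: reporter HEK293 cells expressing constitutive GLP-1R activity in DMEM + 10% Nu serum, 24 hr with compounds at 37 deg C, luminescence read after 12 min with detection reagent.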
PLK1 PBD block: qHTS for Inhibitors of PLK1-PDB (polo-like kinase 1 - polo-box domain): Primary Screen. Potency, µM, for the others: max response, negative = inhibition, usual class: inhibitors. AID 720504, 2013. 360,000 tested, 2.8% active. Plk1 PBD binding of FITC phosphopeptide, fluorescence polarization; note: potency is the fitted concentration of half-maximal effect; series mostly up to about 57 µM; % is set by controls: 0 for no effect and ±100 for the full control effect; nearly all actives have a fitted effect of over 65% in size
Active calls of the source: *; ? = inconclusive; / = not tested or not shown; [ ] = dose if it differs, or a comment. Unless noted, calls come from the whole dose curve; as a rule, active = well fitted curve in the direction sought with a large enough effect; inconclusive = small, poorly fitted or top-dose-only effect, or another doubt; inactive = no such curve, though single readings can be large; an effect the other way counts as inactive or inconclusive.

no.	Molecule	GLP-1R agonist	HEK293 tox	DRD3 antagonist	WRN helicase inh	PI5P4K alpha inh	DRD3 agonist	IL2 activator	GLP1R inv ag	PLK1 PBD block
1	CC(C)N(C(=O)[C@H]1C[C@H](CC(=O)NCc2cccc(C(F)(F)F)c2)C(=O)N2CCc3c([nH]c4cc(CCC(=O)N(C)C)ccc34)[C@]12C)C(C)C	16%	-7%	0	-2%	-1	11	-0.7	?	-5%
2	Cc1cc(/C=C(\C#N)C(=O)OCC(=O)Nc2ccc(OC(F)F)cc2)c(C)n1CC(C)C	1%	-12%	21	-1%	2	-11	0.6	?	3%
3	O=[N+]([O-])c1ccccc1S(=O)(=O)Nc1cccc(-c2ccc(N3CCOCC3)nn2)c1	2%	-16%	7	-22%	-17	3	1.2	20%	-10%
4	C/C(=N\NC(=O)CC(C)C)c1ccc(Cl)c(Cl)c1	?	-5%	15	3%	-4	1	-3.8	-26%	-1%
5	COc1ccc(Cl)cc1NC(=O)Cn1nc(-c2ccc(C)cc2)n(C)c1=S	4%	-3%[1.53 µM]	2	-29%[57.1 µM]	-8	-12	0.3	-3%	5%
6	COc1ccccc1NS(=O)(=O)c1c(C)nc2sccn2c1=O	-4%	24%	0	-3%	4	1	-0.5	-6%	-6%
7	COc1ccc(/C(C)=N/OC/C(O)=C(\C#N)c2nc3ccccc3[nH]2)c(OC)c1	-5%	?	-1	-6%	-3	-6	1.4	?	-3%
8	O=C(CSCC(=O)N1CCCCC1)Nc1nc(-c2ccccc2)c(-c2ccccc2)s1	-3%	-5%	-51*	-5%	-4	-12	-3.8	5.6µM*	-3%
9	Cc1cc(SCC(=O)NCC2CCCO2)nc2ccccc12 (stereo not given)	10%	-4%	1	5%	-2	1	8.5	?	0%
10	COc1ccc2c(c1OC)C(=O)N(c1cccc(C(F)(F)F)c1)C2	17%	-15%	-8	-5%	/	1	-0.8	0%	0%
11	CC(C)(C)c1csc(NC(=O)CSC2=NCCS2)n1	7%	-3%	-12	-9%	0	-5	-0.5	?	-6%
12	CCc1nnc(NC(=O)c2cc(-c3ccc(C)o3)nc3ccccc23)s1	2%	26%	-30	?	-55*	-2	0.6	13%	?
13	Cc1nn(C)cc1C(C(=O)NC1CCCCC1)N(C(=O)Cc1cccs1)c1ccc(F)cc1 (stereo not given)	9%	9%	20	-10%	1	2	-0.4	1%	0%
14	COc1cc2[nH]c(=O)n(CCCCCC(=O)N3CC=C(c4ccccc4)CC3)c(=O)c2cc1OC	-14%	-19%	?	-3%	2	2	-2.5	-3%	-9%
15	CCCOc1ccc(-c2csc3nc[nH]c(=O)c23)cc1	23%	1%	0	-23%	-2	5	1.4	-24%	-2%

The closing 2 entries of the section before open the next one.
no.	Molecule	GLP-1R agonist	HEK293 tox	DRD3 antagonist	WRN helicase inh	PI5P4K alpha inh	DRD3 agonist	IL2 activator	GLP1R inv ag	PLK1 PBD block
14	COc1cc2[nH]c(=O)n(CCCCCC(=O)N3CC=C(c4ccccc4)CC3)c(=O)c2cc1OC	-14%	-19%	?	-3%	2	2	-2.5	-3%	-9%
15	CCCOc1ccc(-c2csc3nc[nH]c(=O)c23)cc1	23%	1%	0	-23%	-2	5	1.4	-24%	-2%
16	COc1ccc(C(=O)NNC(=O)Cc2coc3cc(OC)ccc23)cc1	0%	-1%	1	-35%	?	-3	-0.5	-1%	-8%
17	COc1ccc(C(=O)N2CCCCCC2)cc1OC1CCN(C(C)=O)CC1	-13%	7%	1	-9%	-8	10	-4.3	6%	0%
18	CC(=O)Nc1ccc(S(=O)(=O)NC2=C(N3CCN(C)CC3)C(=O)c3ccccc3C2=O)cc1	-5%	-18%	-25	-2%	0	-10	-0.4	1%	-9%
19	COc1ccc(NC(=O)CSc2nnc(N)s2)c([N+](=O)[O-])c1	1%	5%[7.66 µM]	11	-4%	-7	-1	-0.9	15%[7.66 µM]	-3%
20	COCc1cc(C)nc2sc(C(=O)NN)c(-n3cccc3)c12	0%	20%	-15	2%	2	1	-3.6	13%	-5%
21	CN(CC(=O)NCc1cccs1)CC(=O)Nc1ccccc1Cl	5%	-8%	15	3%	1	0	-0.6	4%	1%
22	CC[C@@H](C)CN1C(=O)N[C@@H](CCc2ccccc2)C(C(C)=O)=C1C	-3%	-5%	0	0%	0	1	0.1	11%	-7%
23	CCOC(=O)C1=C(CS(=O)(=O)c2ccc(F)c(C)c2)NC(=O)NC1c1ccc(F)c(F)c1 (stereo not given)	0%	-10%	/	/	/	-2	/	-10%	/
24	Cc1ccc(S(=O)(=O)Nc2ccc3c(c2)C(=O)NC3=O)cc1[N+](=O)[O-]	15%	1%	-13	-19%	-11	14	-2.2	8%	1%
25	Cc1cc(C)nc(/N=C(\N)Nc2ccc(CC(=O)OC(C)C)cc2)n1	-5%	-1%	10	16%	1	16	-5.7	?	-4%
26	CC(C)CNC(=O)c1ccccc1-c1ccccc1C(=O)O	-9%	9%	2	-3%	-6	-4	9.8	71%[activator]	0%
27	O=C(Cc1ccc(F)cc1)N1CCOCC1	-4%	9%	11	-12%	4	4	-0.2	1%	-2%
28	COc1ccc(NC(=S)NC(NC(=O)c2cccc(C)c2)C(Cl)(Cl)Cl)c([N+](=O)[O-])c1 (stereo not given)	-8%	?	-82*	-10%	8	-8	-0.7	8.9µM*	?
29	CCCCC(c1nnnn1C1CCCC1)N1CCN(C2CCCCC2)CC1 (stereo not given)	0%	-9%	-60*	-11%	2	-23	0.0	-29%	-2%
30	COC(=O)Cc1ccc(NC(=O)c2ccc(NC(=O)c3ccco3)cc2)cc1	6%	-2%	7	-8%[57.1 µM]	-4	-4	0.4	-2%	-9%
31	COc1cccc(NC(=O)CN(C)C(=O)c2cc(S(=O)(=O)NCc3ccccc3)ccc2C)c1	5%	9%	-7	-36%	-7	-16	-1.1	-14%	0%
32	COc1ccc(CCNC(=O)c2cc3c(=O)n4ccccc4nc3n(CCN3CCOCC3)c2=N)cc1	-1%	35%[activator]	30	-6%	-5	3	-3.9	-22%	-8%
33	CNC(=O)CCn1nc(-c2ccc(Cl)cc2)c2ccccc2c1=O	25%	1%	-17	1%	-6	-4	0.7	-11%	-7%
34	N#Cc1c(-c2ccc(Cl)cc2)ccnc1N1CCOCC1	32%	-5%	18	-2%	9	9	-1.6	-3%	-9%
35	COc1ccc(C(=O)NN=C2CCCC2)cc1	5%	4%	?	-2%	-1	-1	-2.9	-3%	-9%
36	CCCC(=O)NC(=S)Nc1cccc2c(O)cccc12	14%	-17%	3	-7%	-4	-7	0.1	-6%	-12%
37	O=C(NCc1ccccc1Cl)C(=O)c1c[nH]c2ccccc12	-1%	4%	-19	-10%	0	10	-0.4	-8%	-8%
38	CC(=O)Nc1ccc(OCC(O)CNC2CCCC2)cc1 (stereo not given)	-4%	1%	13	1%	1	-1	-0.4	12%	1%
39	CC(C)(CC(=O)O)CC(=O)Nc1cc(C(F)(F)F)cc(C(F)(F)F)c1	2%	1%	2	-8%	4	-9	-2.3	0%	-5%
40	CC(C)OCCCn1c(=S)[nH]c2cc3c(cc2c1=O)OCO3	-12%	1%	23	-1%	2	3	0.9	5%	-5%
41	Cc1sc(NC(=O)c2ccc(OCC(C)C)cc2)c(C(N)=O)c1-c1ccc(Cl)cc1Cl	1%	-1%	9	-15%	6	3	-0.6	?	-2%
42	COc1ccc(OC)c(C(c2nnnn2C(C)(C)C)N2CCc3ccccc3C2)c1 (stereo not given)	-13%	?	-2	0%	7	-5	-2.5	?	?
43	Cc1cc2c(cc1C)/C(=N/NC(=O)c1ccccn1)CCC2	9%	5%	22	6%	-1	7	-0.3	?	4%
44	CCn1ncc([N+](=O)[O-])c1C(=O)N1CCCC1	2%	13%	38	-3%	7	-5	-3.6	0%	-6%
45	O=S(=O)(Nc1ccc(-c2cn3c(n2)SCC3)cc1)c1ccccc1F	7%	-14%	-4	-8%	-21	-8	0.2	23%	?
46	CN(C)c1ccc(CNC(=O)CCS(=O)(=O)c2ccc3c(c2)n(C)c(=O)c(=O)n3C)cc1	-2%	-6%	12	-10%	-8	-2	-1.5	30%	-9%
47	CCCCN(C(=O)c1ccccc1OCc1ccc(F)cc1)c1c(N)n(CC(C)C)c(=O)[nH]c1=O	2%	10%	8	-24%	5	-6	1.6	?	-16%
48	Cc1nc(-c2ccccc2)nc2sc(C(=O)c3ccc(F)cc3)c(N)c12	-4%	33%[activator]	-8	-8%	6	-1	-0.7	12%	-6%
49	Cc1ccc(N2C(=O)C3C(C2=O)C2C=CC3C23CC3)c([N+](=O)[O-])c1 (stereo not given)	2%	-7%	4	-7%[57.1 µM]	3	2	2.1	1%	18%
50	O=S(=O)(c1ccccc1)c1cc(O)ccc1O	0%	1%	2	-15%	12	6	-0.3	28%	-3%
51	Cc1ccc(NC(=O)Cn2c(=O)ccc3cc(S(=O)(=O)N4CCC(C)CC4)ccc32)cc1Cl	10%	-2%	/	/	/	-7	/	5%	/
52	CC(C)N(C(=O)COC(=O)[C@@H]1CC(O)CN1S(=O)(=O)c1ccccc1[N+](=O)[O-])C(C)C (stereo not given in full)	1%	13%	9	4%	-4	2	-4.1	14%	-5%
53	CCC(C)[C@H](NC(=O)NCc1cccc(OC)c1)C(=O)OC (stereo not given in full)	-9%	-9%	1	-2%	-6	3	-0.6	?	-3%
54	COc1ccc(N2CCN(C(=O)c3cc(S(=O)(=O)N4CCC(C)CC4)cn3C)CC2)cc1	0%	0%	/	/	/	4	/	-26%	/
55	CC(C)CCN1CC(=O)N2[C@@H](Cc3c([nH]c4ccccc34)C2(C)C)C1=O	16%	-2%	19	-6%	7	3	-2.6	?	-6%
